KinaseGlo FLuc – counter-screen: inhibitors of Kinase-Glo firefly luciferase; Q27757; Potency, µM (titrated, usually from 38.3 µM), for the others: at the highest dose activity change, negative = inhibition, hits mostly inhibitors; actives 0.28% (n = 200,000); AID 1379; Kinase-Glo luciferase, ATP luminescence, 8 min; note: potency is the fitted concentration of half-maximal effect; % is set by controls: 0 for no effect and ±100 for the full control effect; nearly all actives have a fitted effect of over 60% in size
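Kinase-Glo luciferase light output from ATP and luciferin was measured with 10 uM ATP, within the enzyme's linear range. Buffer: 50 mM imidazole pH 7.2, 50 mM KCl, 7 mM MgCl2, 0.01% Tween 20, 0.05% BSA; luminescence read after 8 min at ambient temperature.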
aGal spleen mod – inhibits or activates alpha-galactosidase in human spleen homogenate | P06280 | human spleen homogenate, 4MU-alpha-Gal fluorescence, 40 min | Potency, µM (highest dose often 80 µM), for the others: top-dose activity change, negative = inhibition, hits mostly inhibitors | actives 0.008% (n = 240,000) | AID 2107;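 note: potency is the fitted concentration of half-maximal effect; 0% = enzyme with vehicle and -100% = no enzyme basal signal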
Target sequence (P06280 32-429 limits assumed): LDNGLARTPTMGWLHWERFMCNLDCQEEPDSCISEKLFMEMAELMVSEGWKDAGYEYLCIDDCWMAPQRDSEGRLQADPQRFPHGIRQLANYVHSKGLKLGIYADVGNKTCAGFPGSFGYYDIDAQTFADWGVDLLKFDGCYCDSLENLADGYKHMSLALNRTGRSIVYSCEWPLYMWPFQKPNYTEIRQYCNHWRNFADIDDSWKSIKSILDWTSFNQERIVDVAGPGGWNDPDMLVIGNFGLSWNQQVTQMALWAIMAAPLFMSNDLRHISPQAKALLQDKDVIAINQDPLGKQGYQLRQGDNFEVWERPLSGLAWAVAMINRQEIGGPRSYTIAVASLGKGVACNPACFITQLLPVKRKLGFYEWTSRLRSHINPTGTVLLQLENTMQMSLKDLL
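Inhibition or activation of alpha-galactosidase in human spleen homogenate is scored by 4-MU fluorescence after 40 min at 37C, pH 5.0, with 1 mM substrate. AC50s come from concentration-response fitted to the Hill equation.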
CBFb-RUNX1 inh – CBF-beta/RUNX1 interaction disruption. AID 1477. 230,000 tested, under 10 active. Q01196+Q13951. Potency, µM (doses to about 59.8 µM), without a hit: at the highest dose activity, negative = inhibition, usual class: inhibitors. AlphaScreen CBFb-His/RUNX1-biotin binding, biochemical; note: % of control where 0% means no effect
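AlphaScreen proximity signal reports loss of binding between His-tagged CBF-beta and biotin-labelled RUNX1, each at 30 nM. Proteins are pre-associated for 20 minutes, compounds added for 15 minutes, then beads for 90 minutes, all at ambient temperature.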
Epigenetic reg – regulators of epigenetic silencing causing reporter derepression in mouse cells; actives 0.2% (n = 280,000); murine LDR cells, GFP reporter derepression, 30 h; Potency, µM (titrated, usually from 53.9 µM), inactives show at the highest dose GFP activation, actives largely listed as activators; note: potency is the fitted concentration of half-maximal effect; % of control where 0% means no effect; nearly all actives have a fitted effect of over 60% in size
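Derepression of a silenced CMV-GFP reporter in murine LDR cells is scored by enumerating GFP-positive cells with a laser-scanning microplate cytometer after 30 hours of treatment at 37 C.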
Lamin A splicing – modulators of lamin A splicing; Potency, µM (titrated, usually from 46.1 µM), for the others: at the highest dose ratio change, negative = inhibition, usual class: inhibitors; AID 1487; HeLa LMNA splicing GFP/RFP minigene ratio, 48 h; actives 0.01% (n = 200,000); active = well fitted inhibition curve with a large enough effect in the signal ratio, with a control signal flat, not every such curve was filed as active; inconclusive = small, poorly fitted or top-dose-only effect, or effect the other way, or a change in a side signal; the % refers to the signal ratio; note: potency is the fitted concentration of half-maximal effect; % is set by controls: 0 for no effect and ±100 for the full control effect
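S3 HeLa cells stably expressing lamin A-EGFP splicing minigene plus DsRed2, 600 cells/well, 48 h compound exposure at 37C. Laser-scanning cytometry; analysed as GFP (500-530 nm)/RFP (575-640 nm) total intensity ratio; 0.5% DMSO vehicle.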
NPSR antag – antagonists of human neuropeptide S receptor cAMP signaling; CHO-NPSR cells, cAMP TR-FRET, antagonist mode; Potency, µM (series often up to 38.3 µM), for inactives: at the top dose activity change, negative = inhibition, hits mostly inhibitors; actives 1% (n = 220,000); note: potency is the fitted concentration of half-maximal effect; % is set by controls: 0 for no effect and ±100 for the full control effect; nearly all actives have a fitted effect of over 50% in size; many of its hits are not listed in these tables
Target sequence (Q6W5P4 whole entry, looked up): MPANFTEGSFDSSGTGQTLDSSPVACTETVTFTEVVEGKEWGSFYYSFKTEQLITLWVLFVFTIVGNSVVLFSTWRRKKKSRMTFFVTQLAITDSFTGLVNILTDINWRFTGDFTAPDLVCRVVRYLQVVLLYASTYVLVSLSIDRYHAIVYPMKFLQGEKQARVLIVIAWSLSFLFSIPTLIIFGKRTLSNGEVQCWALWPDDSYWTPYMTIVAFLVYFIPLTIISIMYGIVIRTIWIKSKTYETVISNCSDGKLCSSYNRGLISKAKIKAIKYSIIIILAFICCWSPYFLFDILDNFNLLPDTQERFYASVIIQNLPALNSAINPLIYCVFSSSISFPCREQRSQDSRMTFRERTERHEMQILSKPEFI
IMPase Li inh – membrane-permeable IMPase blocker, potentiated with lithium; CHO-M1 cells, IP1 TR-FRET (IP-One), carbachol + lithium; Potency, µM (top dose mostly 59.4 µM), for the others: top-dose activity, negative = IMPase inhibition, hits mostly inhibitors; actives 0.35% (n = 210,000); AID 1457;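 note: IP1 builds up when IMPase is blocked and the TR-FRET signal falls; potency is the fitted concentration of half-maximal effect; plate controls were basal vehicle for no effect and high inhibitor control for full effect; nearly all actives have a fitted effect of over 50% in size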
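Test compounds were applied to CHO-M1 cells previously cultured for 16–30 h at 2000 per well. A small lithium amount accompanied them; after 30 min at 37C, IP1 was quantified by TR-FRET.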
Starred values were filed as active, the others as inactive; ? = inconclusive; nt = not tested or not shown; & = joins results of further samples; [ ] = another dose, or the depositor's remark. Unless noted, calls come from the whole dose curve; as a rule, active = well fitted curve in the direction sought with a large enough effect; inconclusive = small, poorly fitted or top-dose-only effect, or another doubt; inactive = no such curve, though single readings can be large; an effect the other way counts as inactive or inconclusive. A portion of the library; rates above refer to the full screens.

SMILES | KinaseGlo FLuc | aGal spleen mod | CBFb-RUNX1 inh | Epigenetic reg | Lamin A splicing | NPSR antag | IMPase Li inh
CC1(C)CC(=O)C2=C(C1)N(c1ccc(F)cc1)C(=O)C2(NC(=O)c1ccccc1F)C(F)(F)F (centres undefined) | 0% | -1% | 0% | -1.0% | 2% | -1% | -4%
Fc1cccc(F)c1-n1c(CN2CCCCC2)csc1=S | 1% | 2% | -1% | -0.5% | 7%[9.22 µM] | -38% | 6%
COCCn1c(=O)cnc2cnc(OC)nc21 | nt | 12% | nt | nt | 2% | nt | 1%
CC(=O)Nc1ccc(S(=O)(=O)NCC(=O)OCC(=O)N2CCCc3ccccc32)cc1 | 1% | -1% | 6% | -1.3% | -8% | 12% | 0%
CCOC(=O)Cn1c(S(=O)(=O)Cc2ccc(Cl)cc2)nc(-c2ccccc2)c1-c1ccccc1 | 1% | -3% | 1% | 5.7% | -3% | ? | 21%[38.3 µM]
Cc1cc(C)c(S(=O)(=O)N2CCOCC2)cc1NS(=O)(=O)c1cc(OCC(N)=O)c(C)cc1Cl | 1% | 4% | 5% | 4.1% | -20%[46 µM] | 8% | 2%
COc1cc(/C=C/C(=O)/C=C(O)/C=C/c2ccc(O)c(OC)c2)ccc1O | 0%&-5% | -6%&2% | -10%&-1% | 32µM* | nt | nt | 4%&20%
O=C(COc1ccc2ccccc2c1Br)NNC(=O)Nc1ccccc1 | 2% | 1% | 2% | 0.0% | -2% | ? | 11µM*
CSCCC(=O)N1C(C)CCCC1C(=O)O (centres undefined) | nt | 0% | 10% | 0.2% | 2% | 0%[46.1 µM] | nt
Cc1ccc(-n2nc(CN3CCOCC3)c(-c3ccccc3)c2N)cc1Cl | -1% | 5% | -5% | -1.0% | -4% | 9% | 6%
CC(C)(C=O)C1=CC(=O)c2ccccc2C1=O | 1% | -2% | 4% | 2.0% | ? | ? | 28%
O=C(Nc1cccc(F)c1)/C(=C\c1cccnc1)NC(=O)c1cccs1 | 1% | -8% | 1% | -1.4% | 10% | -3%[46.1 µM] | -3%[38.3 µM]

Part of the list above, with two lines to a compound.
Under each structure – KinaseGlo FLuc | aGal spleen mod | CBFb-RUNX1 inh | Epigenetic reg | Lamin A splicing | NPSR antag | IMPase Li inh
COc1cc(/C=C/C(=O)/C=C(O)/C=C/c2ccc(O)c(OC)c2)ccc1O
  0%&-5% | -6%&2% | -10%&-1% | 32µM* | nt | nt | 4%&20%
O=C(COc1ccc2ccccc2c1Br)NNC(=O)Nc1ccccc1
  2% | 1% | 2% | 0.0% | -2% | ? | 11µM*

Other results follow:
SMILES | KinaseGlo FLuc | aGal spleen mod | CBFb-RUNX1 inh | Epigenetic reg | Lamin A splicing | NPSR antag | IMPase Li inh
COc1ccc(NC(=O)CSc2nc(NS(=O)(=O)c3ccccc3)cc(=O)[nH]2)cc1 | 0% | -1% | 2% | 1.0% | -5% | 2%[46.1 µM] | -1%[38.3 µM]
Cn1c(=O)c2cc(S(=O)(=O)NCCC(=O)Nc3ccccc3F)ccc2n(C)c1=O | 1% | 5% | 6% | 0.0% | -8% | 0%[46.1 µM] | -5%[38.3 µM]
Cc1ccc(CNC(=O)CC2Sc3ccccc3NC2=O)cc1 (centres undefined) | 0% | 2% | 4% | -3.5% | 23%[46 µM] | 4% | 0%
CC(C)=NOCc1ccc(-c2cc(-c3ccccc3)no2)cc1 | nt | 18%[17.5 µM] | 13%[13.1 µM] | 0.8%[10.1 µM] | nt | nt | nt
COc1ccccc1/C=N/n1c(N)c(S(=O)(=O)c2cccs2)c2nc3ccccc3nc21 | 5% | 12% | 0% | 0.1% | 5% | -30%[46.1 µM] | 18%[38.3 µM]
O=C(Nc1ccccc1)N(C1=NCCCCS1)c1ccccc1 | -4% | 1% | 2% | 0.0% | 8% | 5%[46.1 µM] | 27%[38.3 µM]
O=C(Nc1ccc(Cl)cc1)c1ccsn1 | -10% | -16% | 1% | -1.1% | ? | 10%[46.1 µM] | -9%[38.3 µM]
CCn1c(N)c(C(=O)NCC2CCCO2)sc1=S (centres undefined) | -7% | -8% | 3% | 0.0% | 7% | 0%[46.1 µM] | -6%[38.3 µM]
CC(=O)N1c2ccccc2C(C)(c2ccccc2)CC1(C)C (centres undefined) | 5% | -9% | 4% | -0.7% | 14% | ? | 59%[activator][38.3 µM]
CCCn1c(NC(=O)C23CC4CC(CC(O)(C4)C2)C3)nc2ccccc21 | 5% | -23% | -4% | -3.4% | -21%[46 µM] | 5% | 24%
COc1ccc(CNc2ccc(S(N)(=O)=O)cc2)c(OC)c1OC | -4% | -9% | 4% | -2.3% | -4% | 3%[46.1 µM] | -6%[38.3 µM]
O=C(NCc1ccco1)C1CC(c2ccccc2C(F)(F)F)=NO1 (centres undefined) | nt | 4% | 11% | 7.9% | nt | 8% | nt
CS(=O)(=O)N1CCCC(C(=O)NCc2ccccn2)C1 (centres undefined) | -5% | 1% | -9% | -1.9% | 7% | 1%[46.1 µM] | -3%[38.3 µM]
COC(=O)CCc1nc2cc(Cl)ccc2n(Cc2ccccc2)c1=O | 0% | 3% | 9% | -0.2% | nt | -34% | 11%
CCCC(=O)Nc1ccc(C(=O)NNC(=S)NC(=O)c2ccc(Br)o2)cc1 | 1% | 6% | -1% | -0.2% | ? | -22% | 5%
O=C(Cc1ccsc1)N1CCc2c([nH]c3ccccc23)C1c1ccccn1 (centres undefined) | 6% | 1% | 0% | 0.3% | nt | 17% | 9%
Cc1ccc(-c2nnn(CC(=O)N(c3ccccc3)C(C(=O)NC3CCCC3)c3ccco3)n2)o1 (centres undefined) | 0% | 0% | 0% | -1.0% | -7% | -8%[46.1 µM] | 20%[38.3 µM]
COc1ccc(NC(=O)c2cccnc2Cl)c(S(=O)(=O)N2CCOCC2)c1 | 1% | 5% | 6% | 0.8% | -3% | -6%[46.1 µM] | 23%[38.3 µM]
O=[N+]([O-])c1cccc(-c2nnc3ccccn23)c1 | nt | 6% | 11% | 1.1% | nt | 15% | nt
N#CCc1nn2c3c(cnc2c1C#N)C(=O)CCC3 | 0% | -11% | 8% | 1.2% | nt | 5% | 6%
COCC(=O)N1CCC2(CC1)CN(C(=O)Nc1cccc(C#N)c1)C2 | 0% | -4% | nt | nt | nt | nt | -8%
O=C(O)c1ccc(-c2ccc(/C=C3\NC(=O)N(Cc4ccc(Cl)cc4)C3=O)o2)cc1 | nt | -3% | 14% | -1.3% | nt | ? | nt
COc1cccc(C2C3=C(CC(C)(C)CC3=O)OC(N)=C2[N+](=O)[O-])c1 (centres undefined) | -2% | -6% | 0% | 1.3% | 10% | -12%[46.1 µM] | -5%[38.3 µM]
Cc1ccc(S(=O)(=O)N2CCCCC2)cc1NC(=O)CSc1nnc(N)s1 | -1% | 8% | 5% | -1.4% | ? | 0% | 10%
S=c1[nH]nc(Cc2ccccc2)n1-c1ccc(Cl)cc1 | -3% | -6% | 0% | 0.0% | -4%[46 µM] | -15% | 10%
O=C(O)CC(C(=O)OC1CCCCC1)N1CCOCC1 (centres undefined) | 3% | 7% | 0% | -2.1% | 23% | -3%[46.1 µM] | 1%[38.3 µM]
O=C(NCC1CCCO1)C1c2ccccc2C(=O)N1Cc1ccc2c(c1)OCO2 (centres undefined) | 1% | 8% | 4% | -2.2% | -3% | -7%[46.1 µM] | 2%[38.3 µM]
CC(=O)c1cccc(NC(=O)CN(C2CCCCC2)S(C)(=O)=O)c1 | -1% | -4% | 6% | 0.0% | 9% | -8%[46.1 µM] | 29%[38.3 µM]
O=S(=O)(c1cccc2nsnc12)N1CCN(c2ccccc2F)CC1 | 2% | 0% | -10% | -2.8% | ? | 9% | 9%
CCCS(=O)(=O)NCCc1cc2cc(C)c(C)cc2[nH]c1=O | 1% | 2% | -2% | 0.0% | -11% | 2%[46.1 µM] | 4%
O=C(NCC1CCCO1)c1ccccc1 (centres undefined) | -3% | 4% | -11% | -0.9% | 0% | 1%[46.1 µM] | -14%[38.3 µM]
CCc1ccc([C@@H]2C[C@H]3CN(Cc4ccccc4OC)C(=O)[C@]34CCCN24)cc1 | 1% | 1% | 1% | -2.5% | nt | 25% | 12%
CN(Cc1ccccc1)C(=O)COc1ccc(N(C)S(=O)(=O)c2ccc(F)cc2)cc1 | nt | 2% | 4% | 0.8% | nt | ? | nt
COC(=O)c1ccc(N2C(=O)CC(N(C)CCc3ccc(OC)c(OC)c3)C2=O)cc1 (centres undefined) | -5% | -1% | -2% | 0.0% | 5% | -21%[46.1 µM] | -3%[38.3 µM]
Cc1cccc(Nc2nc(N)nc(CSC(=S)N3CCOCC3)n2)c1 | nt | -13% | 4% | 0.0% | ? | -15%[46.1 µM] | nt
CC(C)CC(=O)/C(=C\c1ccc(Cl)cc1Cl)n1cncn1 | 0% | -19% | 1% | 0.9% | ? | -6% | 3%
Fc1cccc(-c2nn[nH]n2)c1 | -6% | 4% | -3% | -1.0% | 3% | -11%[46.1 µM] | 5%[38.3 µM]
Cc1ccc(OCCC(=O)OCC(=O)N2c3ccccc3CC2C)cc1 (centres undefined) | 11% | 4% | 10% | -0.7% | -3% | -17%[46.1 µM] | -14%[38.3 µM]
O=C(NCCC1=CCCCC1)C(c1ccccc1)c1ccccc1 | nt | 14% | 17% | 0.0% | 1% | ? | nt
CC#CCC1(C(=O)OC)C(=O)NC[C@H]1c1ccccc1 (some centres undefined) | -1%&-3%&-4% | 4%&-3%&-3% | 8%&-8%&8% | -1.1%&2.2%&0.8% | nt | nt | -6%&22%&0%
Cc1ccccc1Cn1cnc2ccccc21 | -2% | -7% | 6% | -4.1% | -2%[46 µM] | -3% | 6%
COc1cc2[nH]c3ccccc3c2cc1C | nt | -15% | 11% | -1.1% | nt | 3% | nt
CCOc1ccc(C(C(=O)NC2CCCCC2)N(C(=O)Cc2cccs2)c2ccc(-n3cnnn3)c(OC)c2)cc1 (centres undefined) | 1% | 2% | 5% | 4.5% | -12% | -16% | -4%
O=C(O)/C=C\C(=O)Nc1cccc(C(=O)Nc2cccc(O)c2)c1 | -2% | 2% | 4% | 1.1% | 12%[46 µM] | -22% | 4%
COc1ccc(NC(=O)c2cc(CN3C(=O)c4ccccc4C3=O)ccc2OC)cn1 | 11% | -4% | 1% | 0.0% | ? | -18%[46.1 µM] | 1%[38.3 µM]
O=c1[nH]c2ccc(NC(=S)NCCc3ccccc3)cc2[nH]1 | nt | -5% | 24% | 1.1% | nt | 13% | nt
